Source: PubChem
APOBEC3G inh: inhibitors of human APOBEC3G DNA deaminase; recombinant A3G, ssDNA deamination FAM/TAMRA fluorescence; AID 493012; Q9HC16; inhibition, % at 20 µM; hit rate 0.28% among 330,000;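 active = inhibition of at least 40% at 20 µM, with no more than 30% in the related APOBEC3A deaminase screen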;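 also: plate controls were DMSO wells with A3G for no effect and wells lacking A3G enzyme for full effect; some compounds called inactive have numbers as strong as hits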
Target sequence (Q9HC16 whole entry, looked up): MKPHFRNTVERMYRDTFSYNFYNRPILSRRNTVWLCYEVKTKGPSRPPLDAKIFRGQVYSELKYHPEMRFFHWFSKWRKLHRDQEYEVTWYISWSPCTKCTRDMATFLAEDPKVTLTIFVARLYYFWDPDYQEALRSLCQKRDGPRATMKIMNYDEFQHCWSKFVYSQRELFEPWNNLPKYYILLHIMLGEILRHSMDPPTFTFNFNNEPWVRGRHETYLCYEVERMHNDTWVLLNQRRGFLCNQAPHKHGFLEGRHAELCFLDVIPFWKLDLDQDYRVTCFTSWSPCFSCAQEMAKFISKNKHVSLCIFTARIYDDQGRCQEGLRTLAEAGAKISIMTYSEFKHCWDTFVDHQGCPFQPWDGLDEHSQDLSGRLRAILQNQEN
Apaf-1 inh: blocks human Apaf-1 apoptosome activity; O14727; reconstituted apoptosome caspase-3 activity, DEVD-Rh110 fluorescence; inhibition, % at 20 µM; hit rate 0.71% among 330,000; AID 489030; active = inhibition of at least 40% at 20 µM;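 also: plate controls were DMSO wells for no effect and DEVD-CHO caspase inhibitor wells for full effect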
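Material: reconstituted apoptosome with Apaf-1, cytochrome c, caspase-9, procaspase-3, dATP; medium: pH 7.5 Hepes buffer with CHAPS, BSA, DTT; also added: cytochrome c and DEVD-Rh110 substrate; timing: 30 min plus 50 min, RT; signal: Rh110 fluorescence intensity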
SENP1 inh: blocks the human SENP1 SUMO protease catalytic domain; Q9P0U3; recombinant SENP1 catalytic domain, CyPet-SUMO1-YPet FRET cleavage; inhibition, % at 10 µM; hit rate 0.21% among 360,000; AID 624204;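 active = inhibition at least 30% at 10 µM, raw YFP signal under a set limit, fluorescence ratio 0.5 to 1.5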;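 also: 0% = enzyme with DMSO and 100% = no enzyme wells; some results filed as inactive read as strong as hits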
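Compound: 10 µM single point, 0.5% DMSO; Test system: hSENP1 catalytic domain, recombinant; Timing: 50 min reaction at room temperature; Technique: FRET, CFP and YFP emission; Control set: no-enzyme wells low, DMSO-plus-enzyme wells high control.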
SENP7 block: inhibitors of human SENP7 protease | Q9BQF6 | recombinant SENP7, Z-RLRGG-aminoluciferin luminescence, 40 min | inhibition, % at 5 µM | hit rate 1.5% among 330,000;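 active = inhibition above about 50% at the single test dose, limit read from the data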;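 also: plate controls were DMSO with enzyme for no effect and no enzyme buffer wells for full effect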
SENP8 block-1: inhibitors of human SENP8 protease; Q96LD8; recombinant SENP8, Nedd8 substrate fluorescence; inhibition, % at 20 µM; hit rate 0.64% among 360,000; AID 602440; in the data active = inhibition mostly above about 40%, no sharp cut-off; inactive = mostly below about 27%
UBC13 inh: inhibitors of human UBC13 polyubiquitin chain formation; hit rate 0.47% among 330,000; P61088; TR-FRET; inhibition, % at 20 µM; in the data active = inhibition above about 45%, passing the limit was not always enough
Target sequence (P61088 whole entry, looked up): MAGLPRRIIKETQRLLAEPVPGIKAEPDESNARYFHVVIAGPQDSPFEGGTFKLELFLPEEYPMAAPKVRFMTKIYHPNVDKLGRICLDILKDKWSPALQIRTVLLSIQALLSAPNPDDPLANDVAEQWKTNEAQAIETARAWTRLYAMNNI
SENP8 block-2: blocks the human protease SENP8. purified SENP8, Z-RLRGG-aminoluciferin cleavage, luminescence. hit rate 1.2% among 330,000. inhibition, % at 10 µM. AID 2540; in the data active = inhibition above about 50%
SENP6 inh: blocks the human protease SENP6; Q9GZR1; Recombinant SENP6 catalytic domain, aminoluciferin luminescence; inhibition, % at 10 µM; hit rate 1.8% among 330,000;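 active = inhibition above about 50% at the single tested dose, limit read from the data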;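 also: plate controls were DMSO wells with enzyme for no effect and DMSO wells lacking enzyme for full effect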
Target sequence (Q9GZR1 628-1112 limits assumed): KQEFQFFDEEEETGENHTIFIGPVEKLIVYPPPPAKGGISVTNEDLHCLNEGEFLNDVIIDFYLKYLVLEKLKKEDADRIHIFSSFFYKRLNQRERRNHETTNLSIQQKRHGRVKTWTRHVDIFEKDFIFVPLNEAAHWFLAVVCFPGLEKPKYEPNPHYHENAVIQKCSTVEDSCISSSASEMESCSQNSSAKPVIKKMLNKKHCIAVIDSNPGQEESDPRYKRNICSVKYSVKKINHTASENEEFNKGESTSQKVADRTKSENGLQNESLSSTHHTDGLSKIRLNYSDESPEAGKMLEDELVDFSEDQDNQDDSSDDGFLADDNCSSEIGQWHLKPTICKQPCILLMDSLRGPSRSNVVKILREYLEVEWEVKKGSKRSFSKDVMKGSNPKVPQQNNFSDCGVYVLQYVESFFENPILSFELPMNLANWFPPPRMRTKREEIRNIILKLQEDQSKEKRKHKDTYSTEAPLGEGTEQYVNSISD
Numbers without * were called inactive; i = inactive; . = no result given.

Each structure is followed by: APOBEC3G inh	Apaf-1 inh	SENP1 inh	SENP7 block	SENP8 block-1	UBC13 inh	SENP8 block-2	SENP6 inh
- C/C(CC(=O)N(C(C)C)C(C)C)=N\NC(=O)COc1ccc(Cl)cc1Cl
 : -6	1	3	-2	13	-12	-10	2
- C/C(=N\NS(=O)(=O)c1ccc([N+](=O)[O-])cc1)c1ccc2c(c1)OCO2
 : -6	-8	3	-4	11	-2	8	13
- COCC(C)n1c(SCC(=O)NC(=O)NCc2ccccc2)nc2ccccc2c1=O (stereo unspecified)
 : -7	18	0	0	29	-7	-12	-18
- Cc1cc(OCC(=O)N2CCC(C(N)=O)CC2)c2c(C)cc(=O)oc2c1
 : -11	4	1	-15	-207	16	-9	-14
- COc1ccc(C)cc1NC(=O)c1nn(-c2ccccc2)cc1OC
 : -10	26	-1	1	-28	-6	-2	-31
- O=C(N/N=C/c1cccc(OC(=O)c2ccc([N+](=O)[O-])cc2)c1)c1cccnc1
 : -9	3	0	-5	9	-3	-8	-17
- C=C1C(C(=O)Nc2ccc(F)cc2)C1C(=O)Nc1ccc(F)cc1 (stereo unspecified)
 : -7	-10	0	1	9	-2	4	11
- Fc1cccc(Cl)c1CSc1nnc(CNc2ccccc2)o1
 : -7	14	1	-2	8	-1	-13	-4
- C=CCN1C(=O)S/C(=C/c2ccc(Sc3nc4ccccc4[nH]3)o2)C1=O
 : -3	16	-43	3	-125	-11	1	11
- Cc1noc(NS(=O)(=O)c2ccc(NC(=O)CCC3CCCC3)cc2)c1C
 : -3	2	3	-5	43*	-4	-13	-8
- CN(C(=O)c1ccc2c(=O)n3c(nc2c1)CCCCC3)c1ccccc1F
 : -8	2	-1	-13	7	-2	-9	-2
- CCOC(=O)N1CCN(c2c(N3CCc4ccccc4C3)c(=O)c2=O)CC1
 : -2	10	-1	-1	2	-13	4	5
- Cc1ccc(CNc2nc3c([nH]2)c(=O)n(C)c(=O)n3C)cc1
 : -3	1	0	2	17	0	-6	8
- CC(C)[C@H](NC(=O)c1ccc(Cl)cc1)C(=O)OCC(=O)N1CCN(c2ccccc2)CC1
 : -6	14	-2	-8	26	-3	-16	-7
- COc1ccc(OC)c(-n2c(C)nc3cc(C(=O)O)ccc32)c1
 : -7	6	2	1	7	-20	-3	-10
- O=C(COC(=O)C1CC2CCCC(C1)C2=O)Nc1ccc(Cl)cn1 (stereo unspecified)
 : -8	-6	-6	4	-10	1	0	-1
- O=C(CCc1ccccc1)C(=O)N1CCCC(C(=O)c2cccc(Cl)c2)C1 (stereo unspecified)
 : -6	13	1	7	9	8	2	1
- C=C(C)C1CC=C(C)/C(=N\NC(=O)CNc2ccccc2OC)C1 (stereo unspecified)
 : -6	14	3	-8	23	-4	-8	-9
- CCS(=O)(=O)n1nc(-c2ccc(Cl)cc2)nc1SC
 : -2	-1	1	2	5	8	1	12
- COc1cccc2[nH]c(C(=O)NCC3CCCO3)cc12 (stereo unspecified)
 : -1	3	-5	0	-260	7	-3	0
- Cc1cccc(/C=C2\CCC(C3CCCC3)C2=O)c1 (stereo unspecified)
 : -3	-1	-1	7	11	2	4	33
- O=C(Cn1c(SCc2ccccc2)nc2ccccc21)N1CCOCC1
 : -8	13	1	6	11	-8	0	8
- CCOC(=O)c1ccc(N/C(=N\S(=O)(=O)c2ccccc2C)c2ccccc2)cc1
 : -3	19	2	-3	7	-5	-7	-38
- O=C(NCC1CC1)c1ccccc1Cl
 : -8	-4	4	-9	14	0	-5	-29
- Cc1ccc(-c2nc3ncccc3n2O)cc1
 : -3	-1	-6	-10	4	-1	-13	-5
- O=C(c1ccco1)N1CCN(c2ncccn2)CC1
 : 1	-2	3	-4	-6	-6	2	-4
- CCCCc1cc(=O)oc2c(C)c(OCC(=O)N3CCC(C(N)=O)CC3)ccc12
 : -9	-6	2	0	-40	4	-1	-5
- CCc1nnc(NC(=O)CCC(=O)NCC2CCCO2)s1 (stereo unspecified)
 : -6	-14	1	-1	14	11	-5	-1
- Cc1ccc(S(=O)(=O)/N=C(/c2ccccc2)N(C)c2ccc(O)cc2)cc1
 : -3	8	0	9	13	-1	-5	4
- CC(Oc1ccccc1)C(=O)OCC(=O)N1CC(=O)Nc2ccccc21 (stereo unspecified)
 : -9	2	2	-3	-8	6	3	-3
- C1=C(c2sc3ccccc3c2-c2ccc(OCCN3CCOCC3)cc2)CCCC1
 : -7	30	2	8	9	20	7	8
- CSc1nncc(/C(C)=N\Nc2ccccc2)n1
 : 36	70*	5	8	52*	-18	3	6
- COc1ccc(/C=C2\SC(=S)N(CCC(=O)Nc3cccc(O)c3)C2=O)cc1OC
 : -1	-7	-18	-4	27	-2	9	-2
- CC1(C(=O)NCc2cccnc2)CCC(=O)N1Cc1cccs1 (stereo unspecified)
 : -3	-1	-2	0	9	-6	-3	-9
- COc1cc(-c2nc3n(c(=O)c2C#N)CCS3)cc(OC)c1OC
 : -3	0	-1	2	-316	13	2	-1
- O=c1cc(-c2ccccc2)nc(N2CCN(Cc3ccccc3)CC2)[nH]1
 : -3	23	0	-2	5	-2	-11	-19
- CCC(=O)N1CCc2cc(S(=O)(=O)CCC(=O)N3CCCC(C)C3)ccc21 (stereo unspecified)
 : -7	-9	-1	-2	9	0	5	-11
- CS(=O)(=O)N(CCc1ccccc1)CC(=O)N1CCCCC1
 : -6	10	0	-10	20	-2	1	-24
- Cc1nn(Cc2ccc(F)cc2)c(C)c1NC(=O)c1cc2ncc(Br)cn2n1
 : 4	-17	-2	0	-1	4	5	-5
- Cn1c(-c2cccc([N+](=O)[O-])c2)cnc1NCc1cccc(F)c1
 : -8	9	1	2	16	5	7	-5
- Cc1c(C)c2ccc(OCC(=O)Nc3nccs3)cc2oc1=O
 : -9	-11	1	84*	-389	14	51*	56*
- COc1ccc2oc(=O)c(C(=O)NCc3ccc4c(c3)OCO4)cc2c1
 : -2	15	-30	-9	-489	-6	-4	-1
- C=CCNC(=O)c1ccc(CN2CCC(Cc3ccccc3)CC2)cc1
 : -6	-11	0	8	12	7	1	4
- COCC(=O)N1CCC(n2nnc3cc(C(F)(F)F)ccc32)CC1
 : -2	3	1	8	10	3	-2	-18
- Cc1c(NC(=O)COC(=O)c2ccc(S(=O)(=O)N3CCOCC3)cc2)c(=O)n(-c2ccccc2)n1C
 : -6	-2	3	2	16	-10	-18	-38
- CCOC(=O)c1sc(NC(=O)Nc2ccc(Cl)cc2)cc1C
 : 3	11	-1	-3	-140	5	-8	-15
- COc1cc(N)c(Cl)cc1C(=O)OCC(=O)N1c2ccccc2NC(=O)C1(C)C
 : 3	4	0	3	6	-11	-1	5
- CCc1nc(SCC(=O)NCC2CCCO2)c2oc3ccccc3c2n1 (stereo unspecified)
 : -3	0	2	-7	15	4	-7	-19
- Cc1ccc(C(C)C)c(OCC(=O)NNC(=O)C(C(C)C)N2C(=O)c3ccccc3C2=O)c1 (stereo unspecified)
 : -6	10	1	-1	23	16	-5	0
- O=C(CNCc1cccnc1)Nc1cc(C(F)(F)F)ccc1N1CCOCC1
 : -10	2	-3	4	6	0	-6	-40
- Cc1noc(NS(=O)(=O)c2ccc(NC(=O)COc3ccc(Cl)cc3Cl)cc2)c1C
 : 0	3	1	5	7	-9	-2	1
- C=CCOc1ccc(/C=C2/C(=O)ON=C2C)cc1OCC
 : -7	11	0	-7	9	-14	18	2
- O=C(Nc1cccc(S(=O)(=O)N2CCOCC2)c1)c1ccc2c(=O)n3c(nc2c1)CCCCC3
 : -10	-7	2	-3	0	5	0	-3
- O=C(Nc1ccc(N2CCOCC2)cc1N1CCOCC1)c1ccc(Cl)cc1
 : -4	9	-1	1	10	4	-1	-1
- COc1ccc(C(=O)NNC(=S)NC(=O)c2ccco2)cc1
 : 1	3	0	-2	32	2	2	-5
- COc1cccc(C(=O)Nc2ccc(N3CCN(Cc4ccccc4)CC3)cc2)c1
 : -2	-7	2	0	26	-2	-5	0
- CCc1nc(N[C@@H](Cc2c[nH]c3ccccc23)C(=O)O)c2oc3ccccc3c2n1
 : -4	1	-2	0	1	-2	1	4
- CCN(CC(=O)Nc1c(F)cccc1F)C(=O)CSCC(=O)Nc1cc(C)on1
 : -13	-2	-2	-4	-2	-2	7	-8
- COc1ccc(OC)c(S(=O)(=O)Nc2cccc(-c3ccc(N4CCCCCC4)nn3)c2)c1
 : 1	13	0	-7	-11	0	-7	15
- COc1ccccc1CNC(=O)c1ccc(CS(=O)(=O)c2ccccc2OC)o1
 : -5	1	-2	-6	-1	-13	-11	-4

Four compounds already listed, arranged by the number in SENP7 block, lowest first.
SMILES	SENP7 block
COc1ccc2oc(=O)c(C(=O)NCc3ccc4c(c3)OCO4)cc2c1	-9
C=C1C(C(=O)Nc2ccc(F)cc2)C1C(=O)Nc1ccc(F)cc1 (stereo unspecified)	1
Cc1c(NC(=O)COC(=O)c2ccc(S(=O)(=O)N3CCOCC3)cc2)c(=O)n(-c2ccccc2)n1C	2
C1=C(c2sc3ccccc3c2-c2ccc(OCCN3CCOCC3)cc2)CCCC1	8

Following part:
Each structure is followed by: APOBEC3G inh	Apaf-1 inh	SENP1 inh	SENP7 block	SENP8 block-1	UBC13 inh	SENP8 block-2	SENP6 inh
- CCn1c(CNC(=O)c2cccc(C)c2)nnc1SCC(=O)N1CCOCC1
 : -7	-10	2	-5	-5	0	5	-16
- O=C1CCCN1c1ccc(S(=O)(=O)Oc2ccc(Cl)cc2)cc1[N+](=O)[O-]
 : -4	12	-1	0	26	-5	-1	-22
- C=C1CCN([C@@H](CC(C)C)C(=O)N2CCOCC2)S(=O)(=O)c2ccccc21
 : -11	4	4	-2	14	2	-10	-24
- CC(C)(C)OC(=O)NC1CCN(S(=O)(=O)c2ccc3c(c2)OCCO3)CC1
 : 2	2	1	13	5	-5	-7	2
- Cc1csc2nc(O)c(C(=O)NCc3ccc4c(c3)OCO4)c(=O)n12
 : -3	14	1	-14	8	-15	-7	-15
- O=C(COc1ccc(Cl)cc1)OCC(=O)N1CCCc2ccccc21
 : 16	-14	4	-1	10	63*	-3	-3
- C(=C\c1ccccc1)/CSc1nnc(-c2cccnc2)n1Cc1ccco1
 : -5	15	-3	3	7	-10	-1	11
- CCc1ccc(CN(C)C(=O)C2CCC(=O)N(Cc3ccccn3)C2)cc1 (stereo unspecified)
 : -5	-11	2	18	9	-8	-9	-10
- CCOC(=O)C1=C(COC(=O)CSc2ccc(C)cc2C)NC(=O)NC1C (stereo unspecified)
 : -5	10	3	-8	2	-1	-6	-3
- N#Cc1nc(-c2ccc(F)cc2)oc1N1CCCC1
 : 3	-5	3	4	i	8	-4	7
- c1ccc(Cn2c(SCc3cn4cccnc4n3)nnc2-c2ccco2)cc1
 : -1	1	1	3	-455	3	2	-7
- COc1ccc(CCNC(=O)c2c(O)c3c([nH]c2=O)CCCC3)cc1
 : 0	-7	1	1	12	5	-1	-3
- CCOC(=O)CCCCC(=O)c1[nH]c(=O)[nH]c1CSc1nnc2c3cc(Br)ccc3n(C)c2n1
 : 0	10	.	-2	.	-12	-3	-4
- Cc1c(Cl)cn2c(=O)cc(CN(C)Cc3nc4ccccc4c(=O)[nH]3)nc2c1Cl
 : -4	12	.	-2	.	-10	-8	-5
- CC(C)CCNC(=O)NC(=O)CSc1nnc2ccccn12
 : -5	-4	2	-12	-14	-1	-8	-1
- CSc1nc2ccc(S(=O)(=O)N3CCc4ccccc43)cc2s1
 : -2	1	1	-1	13	-1	4	-4
- Cc1ccc(C(=O)N[C@@H](C)CN2C3=NC[C@H](C)N3C[C@H]2Cc2ccc(O)cc2)cc1Br
 : -6	6	.	-12	.	3	13	-9
- Cc1ccccc1Nc1nc(-c2sc(NC(=O)c3ccco3)nc2C)cs1
 : 0	1	-16	-7	-170	-24	5	15

Some values from the list:
In Apaf-1 inh, `COc1ccc2oc(=O)c(C(=O)NCc3ccc4c(c3)OCO4)cc2c1` reads 15
In Apaf-1 inh, `O=C(CNCc1cccnc1)Nc1cc(C(F)(F)F)ccc1N1CCOCC1` reads 2
